CIT2-GFP yeast: modulators of CIT2-GFP expression in yeast, primary screen, S. cerevisiae, GFP fusion, multiplex flow cytometry, MLPCN library; S. cerevisiae CIT2-GFP strain, 3 h; 100 means same as DMSO wells; GFP response vs DMSO, % at 10 µM; 0.065% of 320,000 active; AID 2029, 2009;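 active = GFP response relative to DMSO above a set limit, near the screen mean plus 3 SD, cut at about 150% in these data; inconclusive = Fewer than 70 cells measured for a yeast strain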;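 also: ratio of well median GFP fluorescence to mean of DMSO wells on the plate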
procasp3 activ: activators of human procaspase-3 D3A mutant, primary screen, biochemical, absorbance, PC-3 D3A mutant, single concentration | activation, % at 8.5 µM | Caspase-3 (Homo sapiens), P42574 | 0.11% of 330,000 active | recombinant procaspase-3 D3A, Ac-DEVD-pNA absorbance 405 nm;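 active = activation above the mean of all tested compounds plus 3 SD, cut at about 21% in these data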;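 also: 0% = DMSO alone and 100% = DMSO wells spiked with extra 5 µM PC-3 D3A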
Target sequence (P42574 whole entry D9A/D28A/D175A): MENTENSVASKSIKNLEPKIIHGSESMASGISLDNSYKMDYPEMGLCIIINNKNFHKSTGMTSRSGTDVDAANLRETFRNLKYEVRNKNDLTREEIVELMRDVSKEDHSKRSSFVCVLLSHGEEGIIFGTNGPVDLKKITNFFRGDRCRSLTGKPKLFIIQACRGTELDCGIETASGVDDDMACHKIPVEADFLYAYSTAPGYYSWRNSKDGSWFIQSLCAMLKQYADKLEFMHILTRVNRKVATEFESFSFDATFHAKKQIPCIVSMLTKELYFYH
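assay system = Procaspase-3 D3A mutant | signal = absorbance at 405 nm, 0 and 120 min | times = 1 h preincubation plus 2 h reaction at 25 °C | repeats = single replicate | read-out = % activation between DMSO and enzyme-spiked controls | medium = Zinc-free HEPES saline buffer with Triton X-100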
RPL19A TOR yeast: RPL19A-GFP expression modulators in yeast, primary screen, cell-based, S. cerevisiae, multiplex flow cytometry, MLPCN | S. cerevisiae RPL19A-GFP strain, 3 h; stronger effect = lower value | percent response vs DMSO, % at 10 µM | 0.3% of 330,000 active;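 active = percent response vs DMSO below 50%; inconclusive = fewer than 70 events counted for the yeast strain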;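 also: median channel GFP fluorescence of the barcoded RPL19A-GFP strain; ratio of sample median GFP to plate DMSO average so 100% = DMSO; lower means less RPL19A-GFP as with rapamycin TOR inhibition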
LAP4 TOR yeast: modulators of LAP4-GFP expression in yeast, primary screen, S. cerevisiae, multiplex flow cytometry, MLPCN library; 3 h; median GFP as percent of DMSO wells; GFP response vs DMSO, % at 10 µM; 0.34% of 320,000 active;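 active = GFP response vs DMSO above a set limit, about the screen mean plus 3 SD, cut at about 150% in these data; inconclusive = under 70 cell events counted for the yeast strain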
MEP2-GFP yeast: modulators of MEP2-GFP levels in yeast, primary screen, S. cerevisiae, multiplex flow cytometry, MLPCN library; S. cerevisiae MEP2-GFP strain, 3 h; 100% = DMSO control level; GFP response vs DMSO, % at 10 µM; 0.51% of 330,000 active;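 active = GFP response versus DMSO above a set limit, roughly screen mean plus 3 SD, cut at about 180% in these data; inconclusive = fewer than 70 cells counted for a yeast strain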;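 also: median GFP fluorescence of the barcode-gated MEP2-GFP cells per well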
AGP1 TOR yeast: modulators of AGP1-GFP expression in yeast TOR pathway, primary screen, cell-based, multiplex flow cytometry, S. cerevisiae, MLPCN library. 3 h; GFP as percent of DMSO wells. GFP response vs DMSO, % at 10 µM. 0.02% of 320,000 active;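 active = GFP response relative to DMSO above a set limit, near screen average plus 3 SD, cut at about 150% in these data; inconclusive = fewer than 70 cells counted for the yeast strain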;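 also: median GFP channel fluorescence of the gated AGP1 strain per well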
procasp7 counter: procaspase-7 activators, primary screen, counter-screen for procaspase-3 activator project, biochemical, absorbance, HTS, human; Caspase-7 (Homo sapiens), P55210; recombinant procaspase-7, Ac-DEVD-pNA absorbance 405 nm; D23A/D198A/D206A triple mutant, cannot self-cleave; scale: DMSO 0, 5 µM enzyme 100; activation, % at 8.5 µM; 0.093% of 330,000 active; AID 463210, 2010;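 active = percent activation above the screen-wide mean plus 3 SD, cut at about 25% in these data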
Target sequence (P55210 whole entry D23A/D198A/D206A): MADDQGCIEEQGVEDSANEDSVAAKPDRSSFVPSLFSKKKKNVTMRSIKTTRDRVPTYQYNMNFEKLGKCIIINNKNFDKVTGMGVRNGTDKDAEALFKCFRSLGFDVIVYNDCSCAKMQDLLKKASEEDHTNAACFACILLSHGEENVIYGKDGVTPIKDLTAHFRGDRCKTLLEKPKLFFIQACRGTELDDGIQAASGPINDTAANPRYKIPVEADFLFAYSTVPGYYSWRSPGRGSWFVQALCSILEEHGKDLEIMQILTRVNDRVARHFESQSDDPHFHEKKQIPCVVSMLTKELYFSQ
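buffer or medium = Zinc-free HEPES/NaCl buffer, pH 7.4 | material = Procaspase-7 triple mutant (PC-7 D3A) | input = 2 µM procaspase-7 mutant as dispensed | signal = Epi-absorbance of released pNA at 405 nm, two timepoints | timing = 1 h preincubation, 2 h reaction | replicates = singlicate compound testing | evaluation = % activation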
AHR act: AHR activators, primary screen, cell-based, luminescence, luciferase reporter, human; Aryl hydrocarbon receptor (Homo sapiens), P35869; AHR-responsive luciferase reporter cells; activation, % at 5 µM; 2.5% of 320,000 active; AID 2796, 2010; in the data active = activation above about 47%;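 also: 0% = vehicle wells and 100% = reference agonist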
The depositor's hits bear a star; ? = inconclusive; [ ] = dose if it differs, or a comment. Compounds were not picked by outcome. Share with any hit: about 3.5%.

Codes – A = CIT2-GFP yeast; B = procasp3 activ; C = RPL19A TOR yeast; D = LAP4 TOR yeast; E = MEP2-GFP yeast; F = AGP1 TOR yeast; G = procasp7 counter; H = AHR act
> Cc1ccc(-c2nnc(NCCCO)c3ccccc23)cc1
  A = 86 | B = -3 | C = 95 | D = 81 | E = 96 | F = 84 | G = 0 | H = 2
> CCOC(=O)N1CCN(C(=O)CS(=O)(=O)c2cn(Cc3ccc(F)cc3)c3ccccc23)CC1
  A = 99 | B = 5 | C = 98 | D = 98 | E = 98 | F = 101 | G = -1 | H = 1
> CCCCC(=O)NC(NC(=O)CCCC)c1ccc(OCCC)c(OC)c1
  A = 103 | B = 8 | C = 103 | D = 91 | E = 96 | F = 105 | G = 6 | H = 1
> Cc1cccc(OCCNC(=S)NC(=O)c2cccnc2)c1
  A = 89 | B = 2 | C = 93 | D = 96 | E = 97 | F = 85 | G = 0 | H = 2
> Cc1ccc(-n2ncc(C(=O)Nc3cc(Cl)ccc3Cl)c2C2CCNCC2)cc1
  A = 102 | B = 12 | C = 104 | D = 93 | E = 99 | F = 104 | G = 0 | H = -10
> CCSc1nnc(NC(=O)c2cc(C)on2)s1
  A = 109 | B = 2 | C = 95 | D = 113 | E = 89 | F = 76 | G = -8 | H = 6
> O/N=C(\c1ccc(Cl)cc1)c1ncc(C(F)(F)F)cc1Cl
  A = 95 | B = -1 | C = 97 | D = 98 | E = 102 | F = 91 | G = -1 | H = 79*
> CCOc1ccc(NC(=O)CN(C)C(=O)CCCn2c(=O)oc3ccccc32)cc1OCC
  A = 102 | B = -4 | C = 108 | D = 112 | E = 108 | F = 118 | G = 4 | H = 14
> CC(=O)c1ccc(NC(=O)c2onc(C)c2Cl)cc1
  A = 92 | B = 0 | C = 96 | D = 94 | E = 94 | F = 92 | G = 10 | H = 9
> O=C(/C=C/c1ccc([N+](=O)[O-])cc1)OCc1cnc(-c2ccccc2)o1
  A = 100 | B = 4 | C = 106 | D = 101 | E = 105 | F = 95 | G = 5 | H = 0
> Cc1c(NC(=O)c2ccc3c(c2)OCO3)cccc1-c1nc2ccccc2s1
  A = 88 | B = -3 | C = 97 | D = 99 | E = 102 | F = 91 | G = 3 | H = 5
> O=C(C[n+]1ccccc1)N/N=C/c1cc(Br)ccc1F
  A = 100 | B = 0 | C = 98 | D = 96 | E = 105 | F = 101 | G = 4 | H = 1
> C=CCOc1ccc(CN(C)CC(O)COc2ccc(CCC(C)=O)cc2)cc1 (stereo not drawn)
  A = 100 | B = 9 | C = 101 | D = 104 | E = 100 | F = 102 | G = 10 | H = -1
> Cc1ccc(/C=C2\SC(=S)N(c3cccnc3)C2=O)o1
  A = 101 | B = -10 | C = 102 | D = 114 | E = 125 | F = 108 | G = -20 | H = 24
> Cc1cc(C)c(S(=O)(=O)Nc2ccc3c(c2)CCC3)c(C)c1
  A = 96 | B = -3 | C = 104 | D = 110 | E = 108 | F = 104 | G = -2 | H = 14
> CCC(=O)Nc1cccc(C(=O)/C=C/c2cc(Br)ccc2OC)c1
  A = 96 | B = 7 | C = 104 | D = 115 | E = 104 | F = 101 | G = 11 | H = 5
> CC1=C(C(=O)OCC2CCCCC2)C(c2ccc(F)cc2)NC(=O)N1 (stereo not drawn)
  A = 104 | B = 5 | C = 103 | D = 99 | E = 104 | F = 104 | G = 0 | H = -4
> CC(=O)c1cccc(NC(=O)C2CCN(S(=O)(=O)c3ccccc3)CC2)c1
  A = 94 | B = 2 | C = 99 | D = 99 | E = 103 | F = 97 | G = 6 | H = -2
> CCOC(=O)CSc1snnc1-c1ccccc1
  A = 96 | B = 2 | C = 96 | D = 95 | E = 104 | F = 82 | G = 6 | H = 0
> COc1ccc(/C=C2/C(=O)C(C)(C(C)C)CCC2C)cc1 (stereo not drawn)
  A = 100 | B = 7 | C = 105 | D = 91 | E = 103 | F = 96 | G = 13 | H = 0
> COc1cccc(CN2CCN(C(c3ccccc3)c3ccccc3)CC2)c1O
  A = 93 | B = 6 | C = 96 | D = 84 | E = 106 | F = 88 | G = 12 | H = 3
> O=C(COC(=O)Cc1cccc(C(F)(F)F)c1)NC1CC1
  A = 104 | B = -2 | C = 104 | D = 88 | E = 105 | F = 101 | G = 13 | H = 1
> O=C(Cc1ccccc1[N+](=O)[O-])NCc1ccco1
  A = 100 | B = 4 | C = 93 | D = 97 | E = 96 | F = 96 | G = -7 | H = 15
> COc1ccc(C2C(C#N)=C(N)OC3=C2C(=O)CC(C)(C)C3)c([N+](=O)[O-])c1OC (stereo not drawn)
  A = 105 | B = 9 | C = 100 | D = 103 | E = 104 | F = 106 | G = 14 | H = 1
> CC1CCCC(C)N1C(=O)CNCc1ccc2c(c1)OCO2 (stereo not drawn)
  A = 102 | B = 10 | C = 99 | D = 86 | E = 102 | F = 96 | G = -12 | H = 1

(more compounds)
Codes – A = CIT2-GFP yeast; B = procasp3 activ; C = RPL19A TOR yeast; D = LAP4 TOR yeast; E = MEP2-GFP yeast; F = AGP1 TOR yeast; G = procasp7 counter; H = AHR act
> COc1cccc(C2N(Cc3ccccc3)C(=O)C2(F)F)c1OC (stereo not drawn)
  A = 103 | B = 8 | C = 105 | D = 101 | E = 107 | F = 103 | G = 7 | H = 0
> CCCCn1c(SCc2ccc(Cl)cc2)nc2c1c(=O)[nH]c(=O)n2C
  A = 106 | B = -12 | C = 100 | D = 95 | E = 103 | F = 106 | G = -5 | H = -1
> COc1cc(-c2noc(C)c2C(=O)NCCO)cc(OC)c1OC
  A = 99 | B = -5 | C = 103 | D = 106 | E = 91 | F = 89 | G = 2 | H = 0
> CC(=O)n1nc(-c2ccco2)nc1SCc1ccccc1
  A = 99 | B = 3 | C = 100 | D = 114 | E = 107 | F = 97 | G = 11 | H = 1
> NC(=O)CSc1nnc(NC(=O)C2CC(=O)N(c3ccc(F)cc3)C2)s1 (stereo not drawn)
  A = 94 | B = -10 | C = 95 | D = 107 | E = 103 | F = 103 | G = 5 | H = 1
> COc1cc2c(cc1OC)C(c1cc3ccccc3oc1=O)=NC(C)(C)C2
  A = 99 | B = 6 | C = 98 | D = 92 | E = 97 | F = 97 | G = 4 | H = 2
> CC(C)CCOc1ccc(Cl)cc1CN1CCOCC1
  A = 100 | B = 3 | C = 98 | D = 100 | E = 96 | F = 100 | G = 8 | H = 5
> COc1ccc(-c2cc(C(=O)NCCN3CCOCC3)c3ccccc3n2)c(OC)c1
  A = 91 | B = -1 | C = 94 | D = 96 | E = 91 | F = 92 | G = 4 | H = 3
> NNC(=O)Cc1csc(-c2ccccc2)n1
  A = 95 | B = -8 | C = 91 | D = 109 | E = 95 | F = 105 | G = 6 | H = 11
> Cc1ccnc(NC(=O)c2ccc(S(=O)(=O)N3CCCCC3)cc2)c1
  A = 88 | B = 3 | C = 96 | D = 114 | E = 95 | F = 93 | G = -4 | H = -2
> CCOc1ccccc1C(=O)N[C@H](C(=O)Nc1nc2c(s1)CCCC2)C(C)C
  A = 98 | B = -9 | C = 102 | D = 88 | E = 98 | F = 95 | G = 5 | H = 35
> COc1ccc(C(=O)Nc2nc(-c3ccccc3)c(C(C)=O)s2)c(OC)c1
  A = 96 | B = 10 | C = 95 | D = 100 | E = 97 | F = 91 | G = 9 | H = 3
> COc1ccc(C2(CNS(=O)(=O)c3ccc(C)cc3)CCOCC2)cc1
  A = ? | B = 14 | C = 50[may fluoresce violet] | D = 96[may fluoresce violet] | E = 191*[may fluoresce violet] | F = 22[may fluoresce violet] | G = -1 | H = -1
> S=C(NCc1ccc2[nH]c3c(c2c1)CCCC3)Nc1ccccc1Cl
  A = 99 | B = 4 | C = 105 | D = 102 | E = 97 | F = 105 | G = -2 | H = 58*
> CC(C)(C)c1nnc(NC(=O)COc2ccc3c(c2)OCO3)s1
  A = 93 | B = 3 | C = 100 | D = 116 | E = 104 | F = 106 | G = 3 | H = 60*
> CCOC(=O)C1C(=O)C=C(c2ccc(C)cc2)CC1c1ccccc1 (stereo not drawn)
  A = 93 | B = 7 | C = 91 | D = 95 | E = 87 | F = 93 | G = 3 | H = 1
> Cc1ccccc1N1CCN(C2CCCN(C(=O)c3cn4c(C)cccc4n3)C2)CC1 (stereo not drawn)
  A = 99 | B = -1 | C = 101 | D = 89 | E = 105 | F = 98 | G = 4 | H = 1
> CCCCn1nc2cc(C(=O)NCc3ccccc3)ccc2c1OCC
  A = 98 | B = 4 | C = 98 | D = 96 | E = 100 | F = 102 | G = -5 | H = -1
> CC1CCCCC1NC(=O)c1ccncc1 (stereo not drawn)
  A = 108 | B = -4 | C = 107 | D = 92 | E = 99 | F = 99 | G = -2 | H = 2
> COC(=O)c1cc2c(ccn2-c2ccc(F)cc2)n1CC(=O)N1CCN(C(=O)c2ccco2)CC1
  A = 103 | B = 6 | C = 93 | D = 106 | E = 107 | F = 103 | G = 12 | H = 0
> COC(=O)c1ccc(NC(=O)CCN2CCN(CCC(=O)Nc3ccc(C(=O)OC)cc3)CC2)cc1
  A = 100 | B = 6 | C = 95 | D = 92 | E = 95 | F = 96 | G = 2 | H = -1
> CCN1CCCC1CNC(=O)CS(=O)(=O)Cc1nc(-c2ccccc2C)oc1C (stereo not drawn)
  A = 94 | B = 8 | C = 94 | D = 107 | E = 100 | F = 93 | G = 0 | H = -1
> CCCCC(=O)Nc1ccc(NC(=S)NC(=O)CC)cc1OC
  A = 90 | B = 7 | C = 96 | D = 98 | E = 94 | F = 94 | G = -4 | H = 6
> CC(C)Nc1cc(C(C)(C)C)nc2c(-c3ccccc3)cnn12
  A = 101 | B = 0 | C = 101 | D = 112 | E = 99 | F = 104 | G = 7 | H = 1
> CCN1C(=NCC(C)C)N[C@@H](c2cccc(C(F)(F)F)c2)C(C(=O)OC)=C1C
  A = 68 | B = 2 | C = 96 | D = 106 | E = 94 | F = 75 | G = -10 | H = -2
> CCOc1ccc(OCCC(=O)OCC(=O)N2CCN(S(=O)(=O)c3ccc(C)cc3)CC2)cc1
  A = 107 | B = 8 | C = 102 | D = 107 | E = 104 | F = 117 | G = 6 | H = 2

Results in CIT2-GFP yeast and procasp7 counter (four entries from above):
SMILES,CIT2-GFP yeast,procasp7 counter
COC(=O)c1cc2c(ccn2-c2ccc(F)cc2)n1CC(=O)N1CCN(C(=O)c2ccco2)CC1,103,12
CC(C)(C)c1nnc(NC(=O)COc2ccc3c(c2)OCO3)s1,93,3
CCOc1ccc(OCCC(=O)OCC(=O)N2CCN(S(=O)(=O)c3ccc(C)cc3)CC2)cc1,107,6
CCCCn1c(SCc2ccc(Cl)cc2)nc2c1c(=O)[nH]c(=O)n2C,106,-5

Assay outcomes: PubChem, several laboratories
